Growth percent in the NCI-60 one-dose screen (48 h, 10 µM unless noted): 100 = growth as untreated, 0 = no growth, -100 = all killed.
SR: SR leukemia cells | AID 1794780 | 73,000 compounds, 8.7% hits
MDA-MB-435: MDA-MB-435 melanoma; 82,000 compounds, 7.8% hits; AID 1794794
RPMI-8226: RPMI-8226 leukemia cells; 77,000 compounds, 7.5% hits
MCF7: MCF7 breast cancer; 82,000 compounds, 6.3% hits; AID 1794796
MOLT-4: MOLT-4 leukemia cells | 80,000 compounds, 6.9% hits | AID 1794779
MDA-MB-468: MDA-MB-468 breast cancer; 78,000 compounds, 8.5% hits; AID 2202374
MDA-MB-231: MDA-MB-231 breast cancer; 81,000 compounds, 5% hits; AID 1794789
K-562: K-562 leukemia | 78,000 compounds, 7.4% hits
* = called active by the depositor; . = no result given; [ ] = another dose, or the depositor's remark. How the source made its calls: active means growth percent below 10; inactive means the rest.

nr	mol	SR	MDA-MB-435	RPMI-8226	MCF7
1	O=C(NCCNC(=O)c1ccc(F)cc1)Nc1ccc(-n2cc(-c3ccncc3)c(-c3ccc(Cl)c(O)c3)n2)cc1	-0.6*	-5.7*	-36*	3.7*
2	O=C(Nc1ccc(Cl)c(Cl)c1)O/N=C\c1c(Cl)ccc([N+](=O)[O-])c1Cl	-24*	-31*	-53*	-63*
3	CC(C)(NC(=O)c1ccccc1[N+](=O)[O-])C(=O)O	110	103	104	102
4	CC(=O)c1sc2sc(C(C)=O)c(C)c2c1C	76	102	67	73
5	N#Cc1cn(Cc2ccc(Cl)cc2Cl)c(C(=O)c2ccccc2)c1N	117	107	91	81
6	CC(C)(C)NC(=O)CN(C(=O)c1ccccc1C(=O)NCc1ccco1)C(C)(C)C	110	112	99	108
7	CCOC(=O)c1ccc(Nc2nc(NN)nc(-c3ccccc3)c2C#N)cc1	72	117	97	.
8	C[C@@H](C[C@H](CCO)c1ccccc1)c1cc2ccccc2o1	101	96	97	103

nr	MOLT-4	MDA-MB-468	MDA-MB-231	K-562
1	8.2*	-36*	-29*	6.2*
2	-33*	-65*	-60*	-7.1*
3	107	94	99	114
4	85	61	101	95
5	83	86	90	91
6	118	108	102	109
7	84	103	85	43
8	95	.	99	83

Continued:
nr	mol	SR	MDA-MB-435	RPMI-8226	MCF7
9	N#CC1C(=O)NC(=O)C(C#N)C1CCc1ccccc1 (stereo not drawn)	91	101	96	94
10	CC(O)CNC(=O)Nc1ccccc1 (stereo not drawn)	107	106	105	97
11	CCC(C(=O)OC)C(=O)c1ccccc1 (stereo not drawn)	92	103	107	101
12	Fc1cc(-c2nnc3n2NC(=Nc2ccc(Cl)cc2Cl)CS3)c(Cl)cc1Cl	.	93	64	90
13	COc1ccc(OC)c(NCCN2C(=O)c3ccccc3C2=O)c1	91	102	100	98
14	O=S(=O)(Nc1ccccn1)c1ccc(Cl)cc1	108	103	101	94
15	O=C(c1ccccc1)N(CCCl)C(=O)N(CCCl)C(=O)c1ccccc1	94	102	101	101
16	CCOC(=O)c1cnn2c(-c3ccc(Cl)cc3)nc(N3CCCC3)nc12	74	93	.	97

nr	MOLT-4	MDA-MB-468	MDA-MB-231	K-562
9	94	97	93	90
10	110	92	114	108
11	97	106	103	119
12	59	.	88	63
13	85	.	103	99
14	112	95	116	112
15	86	111	82	95
16	63	100	83	.

The list continues.
nr	mol	SR	MDA-MB-435	RPMI-8226	MCF7
17	CCc1nc(C#N)c(N2CCC(c3nc(-c4ccccc4OC)no3)CC2)o1	100	109	96	100
18	O=[N+]([O-])c1ccc(/C=[N+](\[O-])CCO)o1	62	115	69	77
19	Cc1ccc(-n2nc3c(c(C#N)c2=O)CC(c2ccccc2[N+](=O)[O-])C([N+](=O)[O-])=C3O)cc1 (stereo not drawn)	.	97	.	55
20	C=CCn1c(C)nc2ccc(Nc3nc(Sc4ccc(N)cc4)nc4ccccc34)cc21	91	97	60	93
21	CC(=O)N(C)c1ccc(N)cc1	95	115	108	108
22	CC1(O)c2ccccc2-c2ccccc21	.	108	98	95
23	Cn1cc(-c2nn3c(=O)cc(-c4ccccc4)nc3s2)c2cc(Cl)ccc21	.	97	105	33
24	COc1ccc(-c2nc3sc(C)cn3c2/C=C/C(=O)c2cc(OC)c(OC)c(OC)c2)cc1	48	21	31	47

nr	MOLT-4	MDA-MB-468	MDA-MB-231	K-562
17	99	102	104	93
18	95	.	111	102
19	88	94	71	.
20	88	106	80	93
21	92	97	112	102
22	96	100	104	104
23	.	19	77	.
24	12	26	39	76

Going on with the list.
nr	mol	SR	MDA-MB-435	RPMI-8226	MCF7
25	Cc1nn(-c2ccccc2)c2ncc3c(c12)C(=O)N(Cc1ccccc1)C3=O	.	91	.	59
26	Cc1c(C(=O)Nc2ccc(F)cc2)sc2c(=O)[nH]cnc12	98	97	91	83
27	Cc1cc(=O)oc2cc(OCCCCOc3ccc(/C=C/C(=O)Nc4ccccc4F)cc3)ccc12	84	105	75	90
28	Cc1ccc(C)c(N=NC(C#N)C#N)c1	96	110	98	98
29	CCCN(CCC)c1cc(=O)nc2ccccn12	.	100	105	100
30	COc1cc(-c2c3c(cn2S(=O)(=O)c2ccccc2)-c2nc(NC(=O)c4ccccc4)sc2CC3)cc(OC)c1OC	67	85	47	87
31	N#Cc1c(NC(=O)c2ccc(C(F)(F)F)cc2C(F)(F)F)sc2c1CCC(=O)C2	-11*	-54*	2.5*	-11*
32	CCCCCCCCCCCCCCCCC1CO1 (stereo not drawn) (tested in a mixture with another compound)	93	108	101	97

nr	MOLT-4	MDA-MB-468	MDA-MB-231	K-562
25	.	78	14	.
26	92	.	84	83
27	93	116	91	73
28	111	114	83	98
29	96	112	101	99
30	66	88	90	63
31	-16*	-80*	-74*	2.2*
32	98	101	119	103

Complete entries from above.
Shown for `N#Cc1c(NC(=O)c2ccc(C(F)(F)F)cc2C(F)(F)F)sc2c1CCC(=O)C2` : SR: -11*; MDA-MB-435: -54*; RPMI-8226: 2.5*; MCF7: -11*; MOLT-4: -16*; MDA-MB-468: -80*; MDA-MB-231: -74*; K-562: 2.2*
Shown for `CCCN(CCC)c1cc(=O)nc2ccccn12` : SR: .; MDA-MB-435: 100; RPMI-8226: 105; MCF7: 100; MOLT-4: 96; MDA-MB-468: 112; MDA-MB-231: 101; K-562: 99

Values by screen from above.
Entries 25–29 in MDA-MB-468: 78, ., 116, 114, 112

Continued:
nr	mol	SR	MDA-MB-435	RPMI-8226	MCF7
33	CCOC(=O)C(/C=N/C(N)=S)=C(/O)c1ccccc1	94	98	103	92
34	O=c1[nH]c(=O)n(Cc2ccc(F)cc2)cc1F	94[50 µM]	104[50 µM]	.	96[50 µM]
35	CCOc1ccc(NC(=O)CSc2nc3ccccc3c(=O)n2CCc2ccc(S(N)(=O)=O)cc2)cc1	100	104	96	77
36	O=CNc1ccc(C(=O)O)cc1	99	114	89	99
37	Cc1cccnc1NC(=O)c1csnn1	74	100	110	97
38	CC1(C)O[C@@H]2CC3C4CCC5=CC(=O)C=C[C@]5(C)[C@@]4(F)[C@@H](O)C[C@]3(C)[C@]2(C(=O)CO)O1 (stereo partly drawn)	99	103	55	89
39	Nc1ncnc2c1c(-c1cccc(Cl)c1)nn2CC(=O)N1CCc2ccccc2C1	97	105	104	92
40	O=C1CC(C(F)(F)F)=NN1C(=O)c1nn(-c2ccc(Cl)cc2)cc1O	-0.5*	95	72	102

nr	MOLT-4	MDA-MB-468	MDA-MB-231	K-562
33	100	114	97	106
34	96[50 µM]	102[50 µM]	101[50 µM]	87[50 µM]
35	101	91	77	.
36	100	94	96	103
37	106	98	96	103
38	91	117	87	118
39	97	81	88	102
40	80	116	82	97

(cont.)
nr	mol	SR	MDA-MB-435	RPMI-8226	MCF7
41	O=C(/C=C/c1cn(-c2ccccc2)nc1-c1ccc(Cl)cc1)NNC(=O)Nc1ccc(Br)cc1	87	103	100	93
42	CCOC(=O)CC(C)(N)NC(N)=O (stereo not drawn)	101	98	103	98
43	CCCCCCCCCCCC(=O)OCCNC(=O)C[n+]1ccccc1	104	.	100	98
44	CN1CCCNc2c(c(=O)c2=O)NCCCN(C)CCCNc2c(c(=O)c2=O)NCCCN(C)CCCNc2c(c(=O)c2=O)NCCCN(C)CCCNc2c(c(=O)c2=O)NCCCN(C)CCCNc2c(c(=O)c2=O)NCCCN(C)CCCNc2c(c(=O)c2=O)NCCC1	.	90	.	111
45	COc1cccc(-c2nn(-c3ccccc3)cc2-c2ccnc(NCCCNS(=O)(=O)c3ccccc3)c2)c1	3.0*	37	18	18
46	COc1ccc(C(=O)Nc2ccc(Sc3cc4cc(OC)c(OC)cc4nc3C)cc2)cc1OC	96	106	100	102
47	Cc1cc(Cl)nc(SC/C(=N/O)c2ccccc2)n1	86	97	100	99
48	CCc1c(N)nc(N)nc1Nc1ccccc1C	128	102	86	90

nr	MOLT-4	MDA-MB-468	MDA-MB-231	K-562
41	93	99	93	99
42	92	.	119	92
43	104	101	100	117
44	.	81	107	.
45	8.9*	9.0*	21	9.6*
46	87	98	108	99
47	101	89	103	98
48	96	96	90	94

(further entries)
nr	mol	SR	MDA-MB-435	RPMI-8226	MCF7
49	CC1(c2ccccc2O)NN=C(/N=C/c2ccc(O)cc2)N1C(Cc1c[nH]c2ccccc12)C(=O)O (stereo not drawn)	67	89	54	72
50	Cc1ccc(S(=O)(=O)NN=C2CCCCCCC2)cc1	93	101	94	94
51	COc1ccccc1OCC1CO1 (stereo not drawn)	129	93	.	93
52	CC1(C)O[C@@H]2C[C@H]3[C@@H]4CCC5=CC(=O)CC[C@]5(C)[C@@]4(F)[C@@H](O)C[C@]3(C)[C@]2(C(=O)CO)O1	114	102	56	84
53	CSc1ccc(C2C(C#N)=C(N)N(c3ccc(OC(F)(F)F)cc3)C3=C2C(=O)CC(C)(C)C3)cc1 (stereo not drawn)	.	98	.	90
54	O=C(CN1CCNCC1)N1CCCC1	91	105	101	100
55	Cc1ccc(-c2nc3ccccc3n2CC(=O)N/N=C/c2cccc(OCc3ccccc3)c2)o1	75	79	50	52
56	O=C(NCCO)c1ccccc1O	82	109	97	96

nr	MOLT-4	MDA-MB-468	MDA-MB-231	K-562
49	62	61	62	67
50	95	99	110	99
51	121	97	111	130
52	88	128	105	101
53	77	106	93	92
54	87	98	95	91
55	42	80	75	45
56	91	110	107	90

Next entries.
nr	mol	SR	MDA-MB-435	RPMI-8226	MCF7
57	NC(=O)C(=O)N/N=C/c1ccc([N+](=O)[O-])o1	.	105	67	65
58	COc1cc2c(cc1OCCCN1CCN(CCCn3c4ccccc4c4ccccc43)CC1)N=C[C@@H]1CCCN1C2=O	-35*	-80*	-57*	-72*
59	C[n+]1ccc(/C=C/c2ccc(Cl)c(Cl)c2)cc1	96	90	106	85
60	NS(=O)(=O)c1ccc(NC(=O)CSc2ccc(-c3ccc(F)cc3)nn2)cc1	97	112	106	88
61	CC(=O)c1sc2c(c1C)c(=O)nc1c(-c3nc(-c4ccccc4)cs3)n[nH]n12	94	105	95	90
62	COC(=O)c1ccc2cc(OC)cc([N+](=O)[O-])c2n1	.	103	99	100
63	O=C(Nc1ccccc1O)c1ccccc1	94	107	98	85
64	Cn1c2c(Cl)c(Cl)ccc2c2cn[nH]c(=O)c21	60	100	111	106

nr	MOLT-4	MDA-MB-468	MDA-MB-231	K-562
57	76	65	110	62
58	-40*	.	-69*	-50*
59	94	77	106	93
60	112	107	112	108
61	91	107	92	102
62	107	111	119	.
63	90	113	87	103
64	88	116	107	108

The list continues.
nr	mol	SR	MDA-MB-435	RPMI-8226	MCF7
65	Cc1cc(=S)oc2c(O)c(O)ccc12	.	78	60	85
66	COc1cc(/C=N/NC(=O)c2cn3c4c(c(N5CCN(C)CC5)c(F)cc4c2=O)OCC3C)ccc1O (stereo not drawn)	86	96	99	94
67	COc1cccc(-c2nc3cc(NC(=O)c4ccc(Cl)c(C#N)c4)ccc3o2)c1	38	-73*	-2.4*	8.0*
68	C=CCN1C(=O)[C@]2(SC1=S)[C@H](c1cccc(Cl)c1)CN(C)[C@]21C(=O)NC2C=CC(Cl)=C[C@H]21 (stereo partly drawn)	-23*	55	-5.8*	17
69	CCCCn1c(C)nc2ccc(Nc3nc(N4CCOCC4)nc4nc[nH]c34)cc21	64	96	53	82
70	COc1ccc(CCNC(=O)Cn2nc(N3CCCCC3)ccc2=O)cc1OC	90	107	107	92
71	Nc1ccc2c(O)c(N=Nc3ccc([N+](=O)[O-])cc3)c(S(=O)(=O)O)cc2c1	96	98	101	94
72	CC(C)C(=O)Nc1ncc(C(=O)NCCN(Cc2ccccc2)C(=O)c2ccc(S(=O)(=O)Nc3ccccc3)cc2)s1	100	98	98	86
73	COc1ccc(-c2nc(-c3cccnc3)[nH]c2-c2ccc(OC)cc2)cc1	82	91	68	73
74	COc1cc(C(N)CCc2ccc3c(c2)OCO3)cc(OC)c1OC (stereo not drawn)	87	100	95	94

nr	MOLT-4	MDA-MB-468	MDA-MB-231	K-562
65	43	87	80	75
66	83	80	92	89
67	78	-60*	9.0*	8.5*
68	-18*	27	27	23
69	54	67	66	63
70	101	101	98	96
71	100	109	98	98
72	75	80	96	98
73	80	82	76	75
74	82	100	106	87

Only MDA-MB-231, MDA-MB-435 and RPMI-8226, for some of the entries so far:
#	compound	MDA-MB-231	MDA-MB-435	RPMI-8226
14	O=S(=O)(Nc1ccccn1)c1ccc(Cl)cc1	116	103	101
50	Cc1ccc(S(=O)(=O)NN=C2CCCCCCC2)cc1	110	101	94
11	CCC(C(=O)OC)C(=O)c1ccccc1 (stereo not drawn)	103	103	107
53	CSc1ccc(C2C(C#N)=C(N)N(c3ccc(OC(F)(F)F)cc3)C3=C2C(=O)CC(C)(C)C3)cc1 (stereo not drawn)	93	98	.
61	CC(=O)c1sc2c(c1C)c(=O)nc1c(-c3nc(-c4ccccc4)cs3)n[nH]n12	92	105	95
71	Nc1ccc2c(O)c(N=Nc3ccc([N+](=O)[O-])cc3)c(S(=O)(=O)O)cc2c1	98	98	101
19	Cc1ccc(-n2nc3c(c(C#N)c2=O)CC(c2ccccc2[N+](=O)[O-])C([N+](=O)[O-])=C3O)cc1 (stereo not drawn)	71	97	.

Random excerpt: 3 records from the list
nr	mol	SR	MDA-MB-435	RPMI-8226	MCF7
39	Nc1ncnc2c1c(-c1cccc(Cl)c1)nn2CC(=O)N1CCc2ccccc2C1	97	105	104	92
11	CCC(C(=O)OC)C(=O)c1ccccc1 (stereo not drawn)	92	103	107	101
12	Fc1cc(-c2nnc3n2NC(=Nc2ccc(Cl)cc2Cl)CS3)c(Cl)cc1Cl	.	93	64	90

nr	MOLT-4	MDA-MB-468	MDA-MB-231	K-562
39	97	81	88	102
11	97	106	103	119
12	59	.	88	63

Screening data from PubChem.
